Source: PubChem BioAssay (several laboratories)
LEDGF integ inh: blocks HIV-1 LEDGF/p75-dependent DNA integration; TR-FRET IN-LEDGF/p75 DNA integration, Eu/Cy5; inhibition, % at 3.7 µM; 370,000 compounds, 0.64% hits;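 active = inhibition above the screen-wide mean plus 3 SD, cut at about 13% in these data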;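 note: signal is the Cy5 over europium emission ratio at 671 and 618 nm; 0% = plate median of compound wells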
MBD2 inh: MBD2-methylated oligo binding inhibition. TR-FRET, MBD2 binding to methylated oligonucleotide. inhibition, % at 4.4 µM. 370,000 compounds, 0.31% hits; in the data active = inhibition above about 13%
Target sequence (Q9UBB5 whole entry, looked up): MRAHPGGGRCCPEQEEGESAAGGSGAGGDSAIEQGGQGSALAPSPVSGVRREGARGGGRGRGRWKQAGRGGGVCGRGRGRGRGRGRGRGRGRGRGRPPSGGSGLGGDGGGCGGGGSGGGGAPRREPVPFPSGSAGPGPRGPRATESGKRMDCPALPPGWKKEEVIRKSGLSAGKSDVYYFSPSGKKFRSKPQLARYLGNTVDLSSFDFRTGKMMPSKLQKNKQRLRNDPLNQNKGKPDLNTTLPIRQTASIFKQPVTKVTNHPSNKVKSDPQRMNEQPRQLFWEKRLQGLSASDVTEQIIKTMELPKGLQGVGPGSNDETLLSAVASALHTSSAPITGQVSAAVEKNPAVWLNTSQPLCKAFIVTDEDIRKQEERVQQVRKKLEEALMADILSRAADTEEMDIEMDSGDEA
NR1D1 modulator: modulators of human Rev-erb alpha DNA binding | P20393 | Rev-erbα–FITC-DNA binding, fluorescence polarization, 90 min | activity, % at 10 µM | 370,000 compounds, 0.79% hits | AID 1259318;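 active = activity above about 14%, limit read from the data; passing the limit was not always enough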;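 note: 0% = DMSO wells with 35 nM protein and 100% = DMSO wells with 750 nM protein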
PG9 Ab binder: small molecules binding HIV-1 gp120 antibody PG9; inhibition, % at 6.7 µM; AID 624416; 360,000 compounds, 0.43% hits; TR-FRET gp120-PG9 antibody binding; in the data active = inhibition above about 8.5%
mABHD4 FP: ABHD4 (mouse) inhibition, primary FP screen. purified mABHD4, FP-Rh probe fluorescence polarization. inhibition, % at 8.92 µM. 370,000 compounds, 0.54% hits;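 active = inhibition exceeding the mean over every tested compound plus 3 SD, cut at about 30% in these data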;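 note: 0% = plate median of compound wells and 100% = S159A mutant with DMSO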
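assay system = mABHD4 protein | compound dosing = single nominal dose of 8.92 µM, 0.89% DMSO final | read-out basis = percent inhibition of probe binding, normalized to plate controls | schedule = Enzyme–compound pre-incubation 45 min, then probe 60 min, both 25 °C | detection = fluorescence polarization, excitation 525 nm, emission 598 nm, BODIPY TMR filters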
PRMT1 inh: inhibitors of human PRMT1; inhibition, % at 2.79 µM; recombinant PRMT1, activity-based probe fluorescence polarization; AID 652257; Q99873; 370,000 compounds, 1.3% hits;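 active = inhibition above about 21% made by adding two undisclosed values, limit read from the data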
TCR CD3 inh: human TCR-CD3 binding inhibition; 360,000 compounds, 0.37% hits; TAMRA-labeled TCR probe fluorescence, biochemical; inhibition, % at 9.4 µM; in the data active = inhibition above about 19%;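 note: recombinant mutant TCR 2C K166C tagged with TAMRA read by polarization; 0% = receptor in buffer alone and 100% = receptor with positive control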
rCAG binder: molecules binding r(CAG) RNA repeats; r(CAG) RNA repeat, TO-PRO-1 dye displacement fluorescence; inhibition, % at 3 µM; 370,000 compounds, 1.3% hits;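 active = inhibition above the plate cutoff, the mean of all test compounds on that plate plus 3 SD, cut at about 35% in these data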;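 note: 0% = DMSO alone and 100% = 100 µM mitoxantrone as full dye displacement; higher means more dye released from RNA so lower well fluorescence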
HTRA1 inh: HTRA1 (human) protease inhibition | inhibition, % at 5.96 µM | 340,000 compounds, 0.5% hits | Q92743 | recombinant HTRA1, FP-rhodamine activity-based probe, fluorescence polarization | AID 504803; in the data active = inhibition above about 36%;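 note: 0% = enzyme with DMSO and 100% = wells lacking enzyme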
UHRF1 MBD2 ctr: human UHRF1 methylated DNA binding inhibitors. Q96T88. UHRF1 binding to methylated oligo, TR-FRET. inhibition, % at 4.4 µM. 370,000 compounds, 0.75% hits; in the data active = inhibition above about 21%;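 note: UHRF1 SRA domain binding a hemimethylated CpG hairpin DNA probe; 0% = median of test compound wells and 100% = reference inhibitor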
The depositor's hits bear a star; . = no result given. This is a subset; count on the stated rates, not on these rows.

SMILES	LEDGF integ inh	MBD2 inh	NR1D1 modulator	PG9 Ab binder	mABHD4 FP	PRMT1 inh	TCR CD3 inh	rCAG binder	HTRA1 inh	UHRF1 MBD2 ctr
CCOc1ccc(C2SCC(=O)N2c2c(C)n(C)n(-c3ccccc3)c2=O)cc1 (configuration not stated)	-5	16*	-3	-1.1	2	1	-3	-2	-1	6
COc1ccc(-c2ccc(CN3C(C(C)C)C(=O)N(Cc4cn(CCC5OCCO5)nn4)CCS3(=O)=O)cc2)cc1 (configuration not stated)	-2	-7	3	-2.1	-6	2	-5	5	-11	-1
CCCc1cc(=O)n2[nH]c(-c3ccc(C)cc3)cc2n1	-3	3	2	1.9	-4	2	-8	-2	-5	2
Cc1cc(S(=O)(=O)Nc2cccnc2)c(Cl)cc1Cl	7	-2	-1	-1.0	0	-3	7	1	-11	-1
Cn1nnnc1NN=Cc1ccccc1	-5	-2	-3	-1.3	4	0	-6	1	-2	2
N#Cc1ccc(CN2CCN(C(=O)c3ccccc3)CC2)c(Cl)c1	-1	2	4	-0.1	3	-1	-1	-5	0	-2
CN(C)CCCNC(=O)c1cc2sc3ccccc3c2s1	0	-5	5	-0.3	4	2	3	-3	2	-9
CCOC(=O)[C@@]12CCCC=C1N(CCc1ccc(Cl)cc1)C(=O)[C@H]2CC(=O)NCc1cccc(C(F)(F)F)c1	-2	6	1	.	-8	0	.	3	.	0
Cc1cccc(C(=O)NCCC(=O)Nc2ccc(F)c([N+](=O)[O-])c2)c1	-5	-6	3	0.3	0	-7	4	1	4	1
COc1ccc(C2C(C(=O)Nc3ccccn3)=C(C)Nc3ncnn32)c(OC)c1 (configuration not stated)	-2	-1	0	-0.3	1	1	9	1	4	-1
CCCCN1CC(O)=C(c2nc3ccccc3[nH]2)C1=N	-4	-3	5	-3.4	15	3	8	-3	-2	-2
CCc1ccccc1-n1nnc(-c2ccccc2)n1	0	-1	0	-0.3	2	-2	5	-4	2	-1
Cc1ccc(NC(=O)Cn2c(=O)ccn(Cc3ccccc3)c2=O)cc1S(=O)(=O)N1CCOCC1	2	-1	-1	0.1	0	-2	3	4	2	0
CCOc1ccc(N/C(C)=C/C(=O)c2ccc3c(c2)OCCO3)cc1	3	-4	0	-2.4	4	-2	8	2	-8	0
CCOC(=O)C1(C)CCCCCN1C(=O)c1ccc(C(=O)OC)cc1 (configuration not stated)	-3	0	0	1.7	-4	2	-7	-1	.	1
COc1ccc(N2CC(O)(c3ccc(F)cc3)[N+]3=C2CCCC3)cc1 (configuration not stated)	-2	4	-8	-0.5	3	4	-1	-4	1	3
O=C(C=C1SCCS1)/C=C/c1ccco1	14*	2	-10	-1.3	8	22*	12	10	-3	1
COc1ccccc1/C=C/CN1CCN(Cc2ccc(C)o2)C(CCO)C1 (configuration not stated)	-4	-7	-4	-2.0	-1	-2	4	-8	0	-3
COC(=O)c1cc2c(c3c4ccccc4n(S(=O)(=O)c4ccc(OC)cc4)c13)C(=O)N(C)C2	0	-1	-4	0.8	1	6	-7	11	.	-1
C/C(=N\NC(=O)c1cnccn1)c1ccc([N+](=O)[O-])cc1	-3	4	2	-4.0	7	-2	-4	-2	2	-1

Eleven neighbouring entries from above, for reference:
SMILES	LEDGF integ inh	MBD2 inh	NR1D1 modulator	PG9 Ab binder	mABHD4 FP	PRMT1 inh	TCR CD3 inh	rCAG binder	HTRA1 inh	UHRF1 MBD2 ctr
COc1ccc(C2C(C(=O)Nc3ccccn3)=C(C)Nc3ncnn32)c(OC)c1 (configuration not stated)	-2	-1	0	-0.3	1	1	9	1	4	-1
CCCCN1CC(O)=C(c2nc3ccccc3[nH]2)C1=N	-4	-3	5	-3.4	15	3	8	-3	-2	-2
CCc1ccccc1-n1nnc(-c2ccccc2)n1	0	-1	0	-0.3	2	-2	5	-4	2	-1
Cc1ccc(NC(=O)Cn2c(=O)ccn(Cc3ccccc3)c2=O)cc1S(=O)(=O)N1CCOCC1	2	-1	-1	0.1	0	-2	3	4	2	0
CCOc1ccc(N/C(C)=C/C(=O)c2ccc3c(c2)OCCO3)cc1	3	-4	0	-2.4	4	-2	8	2	-8	0
CCOC(=O)C1(C)CCCCCN1C(=O)c1ccc(C(=O)OC)cc1 (configuration not stated)	-3	0	0	1.7	-4	2	-7	-1	.	1
COc1ccc(N2CC(O)(c3ccc(F)cc3)[N+]3=C2CCCC3)cc1 (configuration not stated)	-2	4	-8	-0.5	3	4	-1	-4	1	3
O=C(C=C1SCCS1)/C=C/c1ccco1	14*	2	-10	-1.3	8	22*	12	10	-3	1
COc1ccccc1/C=C/CN1CCN(Cc2ccc(C)o2)C(CCO)C1 (configuration not stated)	-4	-7	-4	-2.0	-1	-2	4	-8	0	-3
COC(=O)c1cc2c(c3c4ccccc4n(S(=O)(=O)c4ccc(OC)cc4)c13)C(=O)N(C)C2	0	-1	-4	0.8	1	6	-7	11	.	-1
C/C(=N\NC(=O)c1cnccn1)c1ccc([N+](=O)[O-])cc1	-3	4	2	-4.0	7	-2	-4	-2	2	-1

(next part)
SMILES	LEDGF integ inh	MBD2 inh	NR1D1 modulator	PG9 Ab binder	mABHD4 FP	PRMT1 inh	TCR CD3 inh	rCAG binder	HTRA1 inh	UHRF1 MBD2 ctr
O=C(Nc1ccccc1F)NC1CCCc2ccccc21 (configuration not stated)	-6	1	-2	-0.6	-3	5	-4	1	4	2
COc1ccc(-n2c(-c3ccc(Br)cc3)nc(=S)c3c2CCCC3)cc1	4	5	6	-0.6	-4	-1	-1	-6	6	2
Cc1csc(/C(C#N)=N/O)n1	-1	1	-1	0.2	4	-2	2	0	-1	-2
COc1cccc(C(O)c2nc(-c3ccccc3)cs2)c1 (configuration not stated)	2	-2	0	-0.4	-8	-4	7	2	.	-1
O=C(N/N=C/c1ccc(F)cc1)c1cc[n+]([O-])cc1	4	-4	0	-0.1	-5	-1	5	0	8	-2
COc1ccc(CC2(CO)CCN(Cc3cnn(-c4ccccc4)c3)CC2)cc1	2	1	-7	-0.8	2	-1	3	-10	-1	-2
